FID counter = fluorescent intercalator displacement, NS3 helicase counter-screen | DNA fluorescent intercalator displacement, fluorescence | inhibition, % at 7.9 µM | 290,000 tested, 0.17% active; in the data active means inhibition above about 37%;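 further: 0% = vehicle and 100% = reference compound; higher means more ethidium bromide displaced from hairpin DNA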
VIM-2 inh = blocks Pseudomonas aeruginosa VIM-2 metallo-beta-lactamase | purified VIM-2, nitrocefin hydrolysis, epi-absorbance fluorescence | inhibition, % at 5.6 µM | 290,000 tested, 0.89% active | AID 1527;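 active means inhibition above the mean of all tested compounds plus 3 SD, cutoff set per screening run, cut at about 7.5% in these data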;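 further: red hydrolysis product quenches plate fluorescence so inhibitors raise well fluorescence; 0% = enzyme with DMSO and 100% = DMSO without enzyme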
GPR7 antagonist = human neuropeptides B/W receptor 1 antagonism; GPR7-expressing cells, fluorescence antagonist assay; 290,000 tested, 1.1% active; inhibition, % at 4.4 µM; in the data active means inhibition above about 16%, passing the limit was not always enough;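 further: cells stimulated with the agonist NPW; 0% = agonist with vehicle and 100% = vehicle without agonist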
NS3 helicase inh = HCV NS3 helicase inhibition; 290,000 tested, 0.56% active; AID 1800; inhibition, % at 10.9 µM; NS3 helicase DNA unwinding, Cy5 molecular beacon fluorescence;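 active means inhibition above the mean of all tested compounds plus 3 SD, set per campaign, cut at about 35% in these data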;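 further: 0% = DMSO wells and 100% = thioflavine S control wells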
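Material: hepatitis C virus NS3 helicase domain fragment enzyme; measured by: Cy5 fluorescence, 0 and 60 min reads; control set: DMSO and thioflavine S; incubation: 60 min unwinding reaction at 25 °C after ATP addition; read-out basis: % inhibition from 60/0 min fluorescence ratio, DMSO 0%, thioflavine S 100%; repeats: singlicate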
PHOSPHO1 inh = PHOSPHO1 (human) inhibition | Q8TCT1 | recombinant PHOSPHO1, absorbance phosphatase assay | inhibition, % at 13.3 µM | 290,000 tested, 1.1% active | AID 1565; in the data active means inhibition above about 60%
Target sequence (Q8TCT1 whole entry, looked up): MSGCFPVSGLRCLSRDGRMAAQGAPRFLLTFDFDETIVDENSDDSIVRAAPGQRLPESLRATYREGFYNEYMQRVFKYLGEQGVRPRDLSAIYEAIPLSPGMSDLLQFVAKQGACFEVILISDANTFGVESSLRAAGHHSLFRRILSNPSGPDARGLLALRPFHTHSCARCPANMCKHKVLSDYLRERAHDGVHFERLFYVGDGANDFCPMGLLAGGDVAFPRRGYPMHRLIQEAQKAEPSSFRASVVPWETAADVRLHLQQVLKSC
GalR3 antag = human GalR3 antagonism; HEK293 GalR3-CNG cAMP membrane potential fluorescence; galR3 body fused to GalR1 C-terminus; inhibition, % at 3 µM; 360,000 tested, 0.44% active; AID 651719;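 active means inhibition above the screen-wide average plus 3 SD, cut at about 13% in these data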;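 further: forskolin and galanin both at EC90 stimulate the cells; cAMP rise reported by CNG channel membrane potential dye signal; 0% = forskolin plus galanin with DMSO and 100% = forskolin alone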
Target sequence (O60755 1-299 limits assumed): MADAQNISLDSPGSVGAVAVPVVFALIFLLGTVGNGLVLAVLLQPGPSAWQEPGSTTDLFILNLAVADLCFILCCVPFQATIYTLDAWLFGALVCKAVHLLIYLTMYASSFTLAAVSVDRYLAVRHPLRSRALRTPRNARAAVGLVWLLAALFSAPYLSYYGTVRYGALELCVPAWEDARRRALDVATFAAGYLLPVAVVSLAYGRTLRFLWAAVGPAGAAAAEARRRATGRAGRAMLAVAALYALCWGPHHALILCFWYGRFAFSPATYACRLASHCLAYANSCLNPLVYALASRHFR
V1aR counter = activates human V1a receptor in oxytocin agonist counter-screen | 320,000 tested, 0.25% active | CHO-V1R cells, Fluo-8 calcium fluorescence, agonist mode; 0% DMSO, 100% 3 nM vasopressin | activation, % at 3 µM;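 active means activation above the mean activation of all tested compounds plus 3 SD, per screening run, cut at about 20% in these data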;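 further: signal is peak over basal fluorescence ratio across a 100 second FLIPR read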
Target sequence (P37288 whole entry, looked up): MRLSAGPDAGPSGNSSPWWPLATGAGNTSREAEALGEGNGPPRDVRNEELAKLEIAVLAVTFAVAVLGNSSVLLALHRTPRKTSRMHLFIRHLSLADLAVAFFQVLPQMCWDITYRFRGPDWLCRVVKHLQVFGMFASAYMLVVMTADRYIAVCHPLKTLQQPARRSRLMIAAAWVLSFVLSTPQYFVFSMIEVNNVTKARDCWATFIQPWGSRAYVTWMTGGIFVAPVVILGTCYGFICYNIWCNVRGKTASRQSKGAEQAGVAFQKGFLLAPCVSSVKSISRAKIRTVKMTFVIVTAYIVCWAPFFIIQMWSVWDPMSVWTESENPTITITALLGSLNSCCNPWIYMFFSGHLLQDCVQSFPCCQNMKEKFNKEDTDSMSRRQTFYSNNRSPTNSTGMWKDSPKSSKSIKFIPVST
IMP-1 inhibitor = blocks Pseudomonas aeruginosa IMP-1 metallo-beta-lactamase | purified IMP-1, nitrocefin hydrolysis, epi-absorbance fluorescence | inhibition, % at 5.6 µM | 290,000 tested, 0.45% active | AID 1556;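 active means inhibition above the mean plus 3 SD of all compounds in the same screening run, cut at about 4.5% in these data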;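 further: 0% = IMP-1 with DMSO and 100% = DMSO wells lacking enzyme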
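System: Purified IMP-1 | Read-out basis: Percent enzyme inhibition | Controls: IMP-1 with DMSO as 0%, enzyme-free DMSO as 100% | Replicates: One well per compound | Doses: 5.6 µM nominal single concentration | Detection: Epi-absorbance fluorescence, 480 nm excitation, 530 nm emission | Incubation: 25 °C, 15 min preincubation, 25 min reaction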
OXTR agonist = human OXTR agonism. 320,000 tested, 0.32% active. CHO-OTR cells, Fluo-8 calcium fluorescence; normalized: DMSO 0%, oxytocin 100%. activation, % at 3 µM. P30559;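 active means activation above the mean of all tested compounds plus 3 SD, cutoff set per screening run, cut at about 20% in these data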;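 further: peak over basal fluorescence ratio from a 100 s FLIPR kinetic read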
* = called active by the depositor; . = not tested or not shown. Rows were taken by chance, and some 4.3% of all compounds hit somewhere here.

Results follow in this order: FID counter	VIM-2 inh	GPR7 antagonist	NS3 helicase inh	PHOSPHO1 inh	GalR3 antag	V1aR counter	IMP-1 inhibitor	OXTR agonist
> O=C(N/N=C/c1ccccn1)c1cccs1
  0	-2.7	-2	9	46	-4	0.5	-2.9	0.1
> C/C=C/C(=O)Nc1nnc(C(C)C)s1
  -1	-2.7	-8	1	-6	2	-0.1	-3.9	-0.3
> N/C(=N\OC(=O)c1cccc(Br)c1)c1ccc([N+](=O)[O-])cc1
  9	-1.0	-3	6	34	-8	0.7	0.1	0.4
> O=C(N/N=C/c1cc([N+](=O)[O-])ccc1O)C1CC1
  2	-6.6	-5	5	2	-6	0.4	-2.8	-0.1
> Cn1c(CNC(=O)C2CCCCC2)cc2cc(Cl)ccc21
  -4	0.1	1	-5	14	-11	2.7	-0.6	-0.2
> O=C(O)c1c(F)c(F)c(F)c(F)c1-c1ccc(Cl)cc1
  -4	-1.0	-9	-1	7	-3	0.1	-0.7	-0.6
> Cc1ccc(CNC(=O)[C@H](C)NC(=O)C2CCN(C(=O)[C@@H](N)CC(C)C)CC2)cc1
  5	-4.0	-8	20	-59	-3	1.0	-3.1	0.1
> O=C(CSC1=NCCS1)Nc1cccc(F)c1
  -2	0.5	-1	0	41	-4	4.8	-2.7	1.6
> O=C(OCC(=O)N1CCCc2ccccc21)C1CCN(S(=O)(=O)c2cccs2)CC1
  -13	-3.9	-6	-6	-6	-4	3.6	-4.7	1.8
> O=S(=O)(c1ccc(N2CC=C(c3ccccc3)CC2)nc1)N1CCCC1
  -7	-0.2	-7	-10	-37	-4	0.5	-2.1	0.7

Remaining list, next part
Results follow in this order: FID counter	VIM-2 inh	GPR7 antagonist	NS3 helicase inh	PHOSPHO1 inh	GalR3 antag	V1aR counter	IMP-1 inhibitor	OXTR agonist
> Cc1nc2ccc(Cl)cc2c(-c2ccccc2Cl)c1CC(=O)O
  -34	0.2	-2	14	-10	-12	-0.5	-2.7	3.5
> O=Nc1ccc(NOC(=O)c2ccccc2)cc1
  -2	-4.7	9	-1	16	-3	0.9	-3.1	-0.1
> COc1cccc(-c2cc(C(=O)Nc3cc(C)nn3-c3ccccc3)no2)c1
  0	-0.5	-2	-7	-9	-3	0.8	-3.0	0.1
> COc1ccc(CCNC(=O)C(CC(C)C)NC(N)=O)cc1 (stereo unspecified)
  -3	0.0	-7	-9	-2	-4	0.3	-1.1	-0.8
> COc1cccc(C2=CC(c3ccccc3)n3ncnc3N2)c1 (stereo unspecified)
  -3	-2.6	6	5	20	.	1.9	-2.2	-0.2
> O=C(Cn1[nH]c(=O)c2ccccc2c1=O)Nc1cccc(S(=O)(=O)N2CCCCCC2)c1
  -9	-3.0	3	3	-13	2	5.4	-1.3	6.8
> O=C(N/N=C/c1cccc2ccccc12)c1cccc(F)c1
  -17	-1.4	-6	-4	5	-3	0.5	-1.4	-1.6
> Cc1ccc(C(=O)OCC(=O)NNC(=O)c2ccccc2)c(O)c1
  -6	-1.6	-3	6	53	-1	2.0	-3.6	0.5
> COc1ccc(C(=O)N2CCCN(C)CC2)cc1S(=O)(=O)N1CCCc2ccccc21
  8	-0.3	-12	-8	-1	-3	-0.4	-4.6	0.0
> Cc1sc2nc(SCC(=O)C(C)(C)C)n(Cc3ccco3)c(=O)c2c1C
  -4	1.7	3	2	37	-10	0.9	-1.6	0.9

The list continues.
Results follow in this order: FID counter	VIM-2 inh	GPR7 antagonist	NS3 helicase inh	PHOSPHO1 inh	GalR3 antag	V1aR counter	IMP-1 inhibitor	OXTR agonist
> COc1ccc(CN2CCC(=O)N(CCO)CC2)cc1OC
  -4	1.1	6	33	15	-7	1.2	2.5	-0.5
> Cn1c(Cn2c(=O)sc3ccccc32)nnc1SCC(=O)NCc1ccc2c(c1)OCO2
  -4	0.6	9	-6	-12	-2	-0.3	0.5	-0.5
> CC(C)c1nc2cc(C(=O)NC(C)c3cnn(C)c3)ccc2o1 (stereo unspecified)
  -13	-1.7	-4	4	12	2	0.6	-3.4	0.8
> C=CCNc1nnc(Cc2ccc(F)cc2)c(=O)[nH]1
  -1	-0.4	-9	-6	30	-1	0.0	-1.8	0.2
> CS(=O)(=O)N(Cc1ccc(C(=O)NCCSCc2ccco2)cc1)c1ccccc1
  -34	-1.4	-5	-3	14	-4	3.8	-3.7	1.4
> C=CCNC(=S)/N=c1/ccccn1C
  -5	2.4	-13	6	20	-6	0.2	-2.2	-1.0
> O=C(c1cnc(N2CCN(c3ncccn3)CC2)c2ccccc12)N1CCN(c2ccccn2)CC1
  -8	-3.3	-10	-4	54	-2	6.2	-2.9	6.8
> CS(=O)(=O)Cc1ccc(C(=O)NC2CCSc3ccccc32)cc1 (stereo unspecified)
  -11	-1.8	-7	9	32	-7	1.1	-4.6	-0.2
> CO/N=C/CC(=O)c1ccc([N+](=O)[O-])c(CS(=O)(=O)c2ccc(Cl)cc2)c1
  -7	-2.8	-10	2	.	-8	-0.8	-3.1	-1.0
> c1ccc(C2COC(c3cccs3)=N2)cc1 (stereo unspecified)
  -3	-3.7	-9	3	7	-6	0.8	-2.8	-0.1

Other records
Results follow in this order: FID counter	VIM-2 inh	GPR7 antagonist	NS3 helicase inh	PHOSPHO1 inh	GalR3 antag	V1aR counter	IMP-1 inhibitor	OXTR agonist
> COc1ccc2cc3cc(C(=O)NCCCN4CCC(C)CC4)oc3nc2c1
  17	9.9*	-13	-1	26	.	0.4	0.0	-0.1
> O=C(O)/C=C/C(=O)NNC(=O)c1cc(-c2ccccc2)n[nH]1
  -4	-4.7	-7	-3	24	-5	2.0	-5.2	-0.3
> CCOc1ccc(-n2c(=O)c3sccc3n(CC(=O)NCC3CCCO3)c2=O)cc1 (stereo unspecified)
  -7	-1.8	-11	8	32	-7	0.6	-3.6	0.0
> CCN(Cc1cc(=O)[nH]c2ccccc12)C(=O)c1ccc(C)cc1
  -19	-3.0	1	-8	-17	-2	-0.1	-2.2	0.3
> Cn1c(=O)c2c(ncn2CC(=O)N/N=C/C(Br)=C/c2ccccc2)n(C)c1=O
  -15	-3.4	-1	-4	-2	-2	3.4	-3.0	3.4
> CC1CCN(S(=O)(=O)c2ccccc2[N+](=O)[O-])CC1
  -3	-1.6	-14	0	3	-1	0.8	-2.1	0.8
> CC1=C(/C=C/C(=O)O)C(C)(C)CCC1
  1	-1.6	1	-2	-1	-3	1.3	-2.5	0.7
> CCOc1ccc(S(=O)(=O)N2CCN(Cc3ccc4c(c3)OCO4)CC2)cc1OCC
  -19	-1.3	6	-13	-1	-10	-0.8	0.7	-2.1
> CC1(C)C(=O)OC(c2ccco2)C(C)(C)C1=O (stereo unspecified)
  2	-4.4	2	2	10	1	-0.8	-0.4	0.1
> CCC(C(=O)Nc1cc(C)on1)c1ccccc1 (stereo unspecified)
  -3	-2.3	-6	1	9	-4	0.1	-1.6	-0.8

The results go on.
Results follow in this order: FID counter	VIM-2 inh	GPR7 antagonist	NS3 helicase inh	PHOSPHO1 inh	GalR3 antag	V1aR counter	IMP-1 inhibitor	OXTR agonist
> COc1ccccc1C(=O)NNC(=O)c1ccc(F)cc1
  7	-4.2	4	-33	-4	-4	1.3	-3.3	1.1
> COc1ccc(OC)c(-c2cc(C(=O)Nc3c(C)n(C)n(-c4ccccc4)c3=O)no2)c1
  -23	-1.4	-14	-1	-2	6	-1.1	-4.6	-1.2
> Cc1nn2c(nc1=O)SCC(c1ccccc1)=N2
  0	-5.7	-9	6	31	-5	-0.2	-2.8	0.1
> CCOC(=O)c1[nH]nc(-c2c(O)cc(C)cc2O)c1-c1csc(C)n1
  -10	-1.3	-6	1	6	3	0.2	-3.8	0.6
> NC(=O)CC(NC(=O)c1ccccc1)c1ccc(NCc2ccccn2)c([N+](=O)[O-])c1 (stereo unspecified)
  -3	-1.1	1	11	-41	-3	0.5	-0.7	-0.1
> Cc1ccc(/C=N\NC(=O)c2csnn2)cc1
  -4	1.3	10	10	7	-3	0.1	-0.1	-1.0
> COc1cccc2sc3ccc(C#CC4(O)CCCCC4)cc3c(=O)c12
  -28	-0.1	-10	-7	-24	0	0.0	-0.9	-1.4
> COc1ccc(NS(=O)(=O)c2cccc(C(=O)N/N=C/c3ccccn3)c2)cc1
  -1	-3.3	-4	-1	2	-3	0.1	-1.2	0.0
> CC(=O)OC(C[N+]1(C)CCCCCC1)c1ccccc1 (stereo unspecified)
  -2	-2.3	-4	5	18	-9	-0.1	-1.0	-0.6
> O=Cc1c(NCCc2ccc(F)cc2)c2ccccc2[nH]c1=O
  -18	0.9	13	-3	19	-6	1.7	0.0	-0.4

5 entries from above, arranged by number of heavy atoms, low to high:
Results follow in this order: FID counter	VIM-2 inh	GPR7 antagonist	NS3 helicase inh	PHOSPHO1 inh	GalR3 antag	V1aR counter	IMP-1 inhibitor	OXTR agonist
> C=CCNC(=S)/N=c1/ccccn1C
  -5	2.4	-13	6	20	-6	0.2	-2.2	-1.0
> C=CCNc1nnc(Cc2ccc(F)cc2)c(=O)[nH]1
  -1	-0.4	-9	-6	30	-1	0.0	-1.8	0.2
> COc1cccc2sc3ccc(C#CC4(O)CCCCC4)cc3c(=O)c12
  -28	-0.1	-10	-7	-24	0	0.0	-0.9	-1.4
> COc1ccc(C(=O)N2CCCN(C)CC2)cc1S(=O)(=O)N1CCCc2ccccc21
  8	-0.3	-12	-8	-1	-3	-0.4	-4.6	0.0
> COc1ccc(OC)c(-c2cc(C(=O)Nc3c(C)n(C)n(-c4ccccc4)c3=O)no2)c1
  -23	-1.4	-14	-1	-2	6	-1.1	-4.6	-1.2

Remaining list, next part:
Results follow in this order: FID counter	VIM-2 inh	GPR7 antagonist	NS3 helicase inh	PHOSPHO1 inh	GalR3 antag	V1aR counter	IMP-1 inhibitor	OXTR agonist
> COc1ccc(N(CC(=O)Nc2cc(Cl)ccc2C)S(=O)(=O)c2c(C)n[nH]c2C)cc1
  -26	-1.8	3	-16	7	4	4.5	-1.2	2.3
> CC(C)(C)c1ccc(C(=O)Nc2ccc(C=C(C#N)C#N)cc2)cc1
  -9	-2.9	-8	16	-2	-2	0.8	-3.2	-2.8
> CCc1ccc(NC(=O)CNC(=O)[C@@H]2Cc3ccccc3CN2C(=O)OC(C)(C)C)cc1
  -40	-0.2	-18	-10	33	-8	-1.8	-1.1	-2.9
> O=C(CN1C(=O)/C(=C/c2cccc(Br)c2)SC1=S)Nc1cccnc1
  -12	-2.3	-14	13	21	-5	1.4	-0.4	0.5
> COC(=O)c1ccc(C(=O)OC)c(NC(=O)COC(=O)C23CC4CC(CC(O)(C4)C2)C3)c1
  -32	-2.9	-12	-22	-60	-6	0.3	-2.7	-0.2
> CC(NC(=O)c1ccc(N)cc1)c1ccccc1 (stereo unspecified)
  -2	-0.3	2	-2	30	8	0.0	-0.2	1.6
> O=C(N/N=C/c1c(Cl)cccc1Cl)c1ccccc1F
  -3	-0.5	-2	-3	6	-3	0.6	1.5	-2.0
> O=C(NNC(=O)C1CCCO1)c1ccc(Br)cc1 (stereo unspecified)
  -9	-2.0	-8	-7	-3	-11	0.9	-4.7	0.2
> S=C1NCCNC(=S)NCCOCCOCCOCCN1
  0	-2.2	-1	-5	-26	8	-0.4	-3.0	0.1
> O=C(COC(=O)CNC(=O)C1CCCCC1)Nc1ccc2c(c1)OCCO2
  -9	-2.8	-15	8	26	-1	-1.5	-3.9	-2.0

Source: PubChem (several laboratories)
